# Runt-CBFb FRET – inhibitors of RUNX1 Runt–CBFb binding, primary screen, biochemical, FRET, Cerulean-Runt, Venus-CBFb, uHTS; Runt-related transcription factor 1 (Homo sapiens) + Core-binding factor subunit beta …; Cerulean-Runt/Venus-CBFb FRET ratio 530/480, 1 h; inhibition, % at 20 µM; hit rate 0.46% among 220,000;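 active means inhibition over about 50% at 20 µM in the single-dose screen, limit read from the data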;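 further: 0% = DMSO wells and 100% = excess unlabeled CBFb competitor control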
# Target sequence (Q01196 whole entry, looked up): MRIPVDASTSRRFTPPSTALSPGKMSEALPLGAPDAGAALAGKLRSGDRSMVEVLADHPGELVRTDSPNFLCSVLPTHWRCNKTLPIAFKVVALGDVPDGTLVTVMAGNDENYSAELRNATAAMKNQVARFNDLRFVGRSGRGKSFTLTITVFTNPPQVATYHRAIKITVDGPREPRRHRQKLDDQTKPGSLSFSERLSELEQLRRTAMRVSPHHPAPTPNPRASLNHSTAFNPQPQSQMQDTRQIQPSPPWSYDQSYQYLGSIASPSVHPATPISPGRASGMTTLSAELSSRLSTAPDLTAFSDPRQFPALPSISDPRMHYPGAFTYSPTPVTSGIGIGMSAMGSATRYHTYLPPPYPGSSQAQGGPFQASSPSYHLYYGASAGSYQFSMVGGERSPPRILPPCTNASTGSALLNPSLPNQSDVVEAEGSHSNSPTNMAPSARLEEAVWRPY
# Target sequence (Q13951 whole entry, looked up): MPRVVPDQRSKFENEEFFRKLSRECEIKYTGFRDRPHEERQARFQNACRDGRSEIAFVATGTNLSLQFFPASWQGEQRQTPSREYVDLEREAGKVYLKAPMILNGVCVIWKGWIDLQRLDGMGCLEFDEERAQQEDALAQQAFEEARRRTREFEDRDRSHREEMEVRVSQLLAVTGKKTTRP
#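 Schedule: protein complex preformed 1 h, compound exposure 1 h, room temperature, dark; test system: Cerulean-labeled Runt domain protein; amount: 100 nM per protein; buffer or medium: Tris 50 mM pH 7.5, KCl, K2SO4, 0.01% BSA; read-out: loss of energy transfer signal; detection: FRET fluorescence; controls: 5 µM unlabeled CBFb as full-inhibition high control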
# RBBP9 inh – human RBBP9 inhibitors, primary screen, biochemical, fluorescence polarization, FP-Rh probe, HTS | Serine hydrolase RBBP9 (Homo sapiens), O75884 | recombinant RBBP9 | inhibition, % at 7.94 µM | hit rate 0.2% among 220,000 | AID 1515, 2009;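 active means inhibition above the campaign mean of all tested compounds plus 3 SD, cut at about 14% in these data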;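 further: plate controls were DMSO wells with RBBP9 for no effect and wells lacking RBBP9 protein for full effect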
#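 Controls: DMSO-treated enzyme wells and wells lacking RBBP9 | Material: RBBP9 protein | Technique: Fluorescence polarization | Replication: Single well per compound, no replicates | Buffer or medium: Tris-NaCl-Pluronic buffer, pH 8.0 | Timing: 30 min compound preincubation, 45 min probe labeling, 25 °C | Read-out basis: Percent inhibition from mP, scaled between DMSO and no-protein wells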
# Hck-Nef inh – inhibitors of Nef-activated human Hck kinase, primary screen, biochemical, Z-Lyte FRET, 384-well, Hck-YEEI; Tyrosine-protein kinase HCK (Homo sapiens), P08631; Recombinant Hck-YEEI plus Nef, Z-Lyte FRET kinase assay; inhibition, % at 20 µM; AID 463187, 2010; hit rate 0.68% among 220,000;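 active means Hck-Nef kinase inhibition above about 50%, limit read from the data; inactive means inhibition below that limit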;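 further: 0% = DMSO with Hck plus Nef and 100% = Hck alone without Nef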
# Runt-SMMHC FRET – inhibitors of RUNX1 Runt–CBFb-SMMHC binding, primary screen, biochemical, FRET, Cerulean-Runt, Venus-CBFb-SMMHC, uHTS. Runt-related transcription factor 1 (Homo sapiens) + Core-binding factor subunit beta …. Cerulean-Runt/Venus-CBFb-SMMHC FRET ratio 530/480, 1 h. inhibition, % at 20 µM. hit rate 0.74% among 220,000. AID 1434, 2008;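 active means mean inhibition across duplicate retests at 20 µM reaching about 50%, limit read from the data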;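 further: 0% = DMSO wells and 100% = wells with excess untagged CBFb-SMMHC; inhibitors lower the FRET ratio by blocking Runt binding to CBFb-SMMHC; some results filed as inactive read as strong as hits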
# NPY-Y1 antag – NPY-Y1 receptor antagonists, primary screen, cell-based; Neuropeptide Y receptor type 1 (Homo sapiens), P25929; HEK293-CNG Y1 cells, membrane potential fluorescence; NPY at EC95, then isoproterenol; inhibition, % at 3.6 µM; hit rate 1% among 200,000;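 active means inhibition above the campaign mean inhibition of all tested compounds plus 3 SD, cut at about 20% in these data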;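 further: 0% = DMSO wells given NPY plus isoproterenol and 100% = isoproterenol alone without NPY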
#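 Test system – HEK293 Y1/CNG channel cell line · Also added – NPY agonist 25 nM, then isoproterenol 1 µM plus Ro 20-1724 25 µM · Compound dosing – one concentration, 3.6 µM, in 0.4% DMSO · Schedule – compound incubation 1 h at room temperature, readout 45 min post-stimulation · Technique – fluorescence, membrane potential probe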
# p97 ATPase inh – inhibitors of human p97 ATPase, primary screen, biochemical; AID 1481, 2009; Transitional endoplasmic reticulum ATPase (Homo sapiens), P55072; inhibition, % at 8 µM; recombinant p97 ATPase, Kinase-Glo ATP luminescence, 3 h; hit rate 0.42% among 220,000; in the data active means inhibition above about 15%;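 further: 0% = DMSO vehicle and 100% = wells lacking enzyme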
# Mdm2 ligase inh – MDM2-luciferase reporter signal enhancers, primary screen, MDM2 E3 ligase inhibitor project, cell-based, luminescence, 1536-well. signal enhancement, % at 5 µM. E3 ubiquitin-protein ligase Mdm2 (Homo sapiens), Q00987. cell-based MDM2 ubiquitination luciferase reporter, 2 h; 0 = plate control, 100 = twice control, blank-subtracted. hit rate 0.11% among 210,000;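 active means signal enhancement of 30% or more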;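 further: luminescence tracks abundance of the self-degrading MDM2-luciferase fusion protein; higher signal means inhibition of MDM2 E3 ligase activity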
#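 Test system: stable mammalian line carrying autodegrading MDM2–luciferase fusion reporter; quantity: 2000 cells in each well; times: 4 h cell settling then 2 h compound exposure, 37 °C; detection: luminescence with SteadyLite reagent, 15 min at room temperature; evaluation: percent signal gain over controls, blank-subtracted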
# NPY-Y2 PAM-ag – NPY-Y2 potentiators or agonists, primary screen, cell-based; activation, % at 3.6 µM; hit rate 0.45% among 220,000; cells expressing NPY-Y2, potentiator/agonist read-out; AID 1359, 2008; in the data active means activation above about 27%;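 further: cells stimulated with NPY near EC25 plus isoproterenol at EC100; 0% = vehicle plus submaximal agonist and 100% = vehicle plus saturating agonist; some results beyond the cut were filed as inactive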
# Target sequence (P49146 whole entry, looked up): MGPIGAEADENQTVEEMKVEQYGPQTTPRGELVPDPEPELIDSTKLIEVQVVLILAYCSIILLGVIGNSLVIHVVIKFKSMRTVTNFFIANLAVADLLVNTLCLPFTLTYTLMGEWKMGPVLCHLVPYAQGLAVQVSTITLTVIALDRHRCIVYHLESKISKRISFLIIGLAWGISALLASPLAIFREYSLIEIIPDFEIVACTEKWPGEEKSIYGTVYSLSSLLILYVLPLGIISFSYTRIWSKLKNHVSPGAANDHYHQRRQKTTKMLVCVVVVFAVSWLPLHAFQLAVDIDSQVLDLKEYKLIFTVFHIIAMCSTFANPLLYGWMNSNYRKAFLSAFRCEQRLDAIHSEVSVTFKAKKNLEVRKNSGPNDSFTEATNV
# NPY1 pot ag – NPY-Y1 receptor potentiators or agonists, primary screen, cell-based; hit rate 0.37% among 220,000; activation, % at 3.6 µM; Neuropeptide Y receptor type 1 (Homo sapiens), P25929; NPY-Y1 expressing cells, potentiator/agonist activation; in the data active means activation above about 33%, passing the limit was not always enough;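 further: cells stimulated with NPY at EC10 then isoproterenol at EC100; 0% = low agonist plus stimulus and 100% = saturating agonist plus stimulus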
# * hit, by the source's call; nt = not tested or not shown.
# Every second line gives: Runt-CBFb FRET	RBBP9 inh	Hck-Nef inh	Runt-SMMHC FRET	NPY-Y1 antag	p97 ATPase inh	Mdm2 ligase inh	NPY-Y2 PAM-ag	NPY1 pot ag
> Cc1cccc2nc(CSc3nc4cc([N+](=O)[O-])ccc4s3)cn12
    3	2	5	-5	0	-1	3	6	-6
> CC(CC(=O)Nc1ccccc1)n1ccnc1 (centres undefined)
    -2	-11	5	1	6	-5	-3	-25	0
> CC1(C)C2CCC1(C)C(OC(=O)c1ccc(O)cc1)C2 (centres undefined)
    3	4	2	-1	-3	6	-2	-25	5
> Nc1ccc(S(=O)(=O)NC2=NCCCCC2)cc1
    3	2	-8	-4	nt	8	-21	11	2
> Cc1ccc(NC(=O)c2ccc3c(c2)OCCO3)cc1
    nt	4	1	-4	8	-3	-78	3	15
> O=C(N/N=C/c1ccc(OC(=O)c2cccs2)cc1)c1cccc(F)c1
    1	-2	2	41	-2	4	-6	0	-2
> Cc1nc2c(cnn2-c2ccccc2Cl)c(=O)n1-c1ccc(N2CCC(C)CC2)cc1
    1	-10	-2	0	1	-4	-1	-5	-26
> CCOC(=O)CN(c1ccccn1)S(=O)(=O)c1ccc(OC)cc1
    1	2	18	0	-4	2	-28	0	-8
> COc1ccc(Cc2c(N)nc(N)nc2N)cc1
    nt	-10	0	-7	-2	-5	-6	-16	1
> CC(/C=C/c1ccc2c(c1)OCO2)=N\NC(=O)COc1ccccc1C
    2	4	-1	-3	-2	0	-7	-3	-2
> COc1ccc(-c2noc(CCCOc3ccccc3)n2)cc1OC
    -6	-9	9	0	25*	-4	-19	-27	-39
> Cc1cccc(-c2nc(CS(=O)CC(=O)N3CCCCC3)c(C)o2)c1 (centres undefined)
    2	0	8	2	5	-5	5	-4	-3
> COc1ccc(NC(=O)CSc2nc3nc(-c4cccs4)cc(C(F)(F)F)c3c(=O)[nH]2)c(OC)c1
    0	-10	-14	16	2	4	-13	-4	-7
> Cc1c(C(=O)NC(=S)NCC(C)C)oc2ccccc12
    -1	8	3	2	3	3	-12	4	0
> O=C(COC(=O)c1ccco1)NCc1ccco1
    1	-5	1	0	-2	1	-5	7	-6
> Cc1occc1-c1nnc(SCC(=O)c2ccc(F)cc2)o1
    2	-7	0	-1	14	-2	-19	-12	-34
> Cc1nc2ccc(Cl)cc2nc1C
    1	8	19	-5	nt	5	-4	8	-8
> CC1CCN(CC(=O)NC(=O)NCc2ccccc2)CC1
    0	-7	3	1	7	-2	8	4	2
> CCOC(=O)c1c(-c2ccccc2)csc1NC(=O)C(C)NCc1ccco1 (centres undefined)
    -2	2	3	4	3	-2	-12	1	-9
> CC(=O)c1ccc(-c2cc([C@H]3[C@H]4C=CC[C@@H](C)[C@@H]4C(=O)N3Cc3ccccc3)ccc2F)cc1
    0	nt	17	0	nt	nt	9	nt	nt
> COc1ccc(C2CC(=O)c3c(C)nc(N4CCN(Cc5ccccc5)CC4)nc3C2)cc1OC (centres undefined)
    -7	-10	1	-7	7	-1	-11	5	-7
> COc1ccc(CN2C3CCCC2CC(NC(=O)/C=C/c2ccccc2)C3)cc1 (centres undefined)
    0	-5	29	0	-4	9	16	3	2
> CCOC(=O)N1CCN(C(=O)CCSc2ccccc2)CC1
    1	-5	-1	2	1	-5	-7	6	13
> O=C(CN1C(=O)NC2NC(=O)NC21)N/N=C/c1ccccc1O (centres undefined)
    3	0	18	5	-1	5	-10	-2	-3
> COc1cc(C(=O)n2nc(C)cc2C)ccc1O
    2	-2	2	1	4	-4	4	-15	-4
> Cc1ccc2ncnc(NCCCCCC(=O)O)c2c1
    0	1	13	-1	-4	-3	-14	-8	-9
> CCN(CC(=O)NCc1cccs1)C(=O)c1cc(S(=O)(=O)N2CCOCC2)ccc1C
    0	-3	-26	-1	-3	1	-5	7	-4
> COc1ccc(Cl)cc1NC(=S)NNC(=O)c1cccs1
    2	-4	-3	3	7	7	-13	-4	-24
> COc1cc(NC(=O)c2ccco2)c(OC)cc1NC(=O)CCC(=O)Nc1cccc(C)c1C
    -1	-5	1	-6	-3	0	-16	-3	-6
> O=S(=O)(Nc1nc2ccccc2s1)c1ccc(Cl)nc1
    1	5	-1	-6	nt	3	-10	1	9
> COc1cccc(C(=O)NCC(=O)OCC(=O)Nc2ncc(Cl)cc2Cl)c1
    3	-5	-20	-2	0	-3	-7	-1	-6
> c1ccc(Cc2nc3ccccc3n2Cc2ccccc2)cc1
    -3	-5	-1	-8	15	-2	-7	3	8
> NC(=O)C(c1ccc(Cl)cc1)c1ccc(Sc2ccccc2)nn1 (centres undefined)
    3	-1	-1	0	-2	-2	-14	-2	11
> O=C(O)CN(c1ccccn1)S(=O)(=O)c1ccccc1
    1	-3	-1	-6	6	-3	-6	10	-20
> OCCN1CCN(Cc2cccc(Oc3ccc(Cl)cc3)c2)CC1
    -2	1	1	0	7	2	-2	-29	-59
> CCn1c(SCC(=O)Nc2cccc(C(C)=O)c2)nnc1C(C)C
    -2	-5	0	-1	0	3	-12	-17	-17
> COc1ccnc(Oc2cccc(C(F)(F)F)c2)c1C(=O)N/C=N/OCc1ccccc1F
    -4	-4	2	-1	-2	3	-11	-15	-8
> Cn1c(=O)cc(OCCCC(=O)NCc2ccc3c(c2)OCO3)c2ccccc21
    1	-8	1	1	3	-5	-13	-9	-17
> COC(=O)C1=C(C)NC(C)=C([N+](=O)[O-])C1c1ccccc1C(F)(F)F (centres undefined)
    -3	-6	-1	-2	-5	4	nt	22	29
> COc1ccc(C(c2nnnn2Cc2ccc(F)cc2)N2CCN(c3ccccc3)CC2)cc1 (centres undefined)
    -3	7	-1	2	1	2	-13	13	6

# The final 3 compounds of the part before lead into the next:
# Every second line gives: Runt-CBFb FRET	RBBP9 inh	Hck-Nef inh	Runt-SMMHC FRET	NPY-Y1 antag	p97 ATPase inh	Mdm2 ligase inh	NPY-Y2 PAM-ag	NPY1 pot ag
> Cn1c(=O)cc(OCCCC(=O)NCc2ccc3c(c2)OCO3)c2ccccc21
    1	-8	1	1	3	-5	-13	-9	-17
> COC(=O)C1=C(C)NC(C)=C([N+](=O)[O-])C1c1ccccc1C(F)(F)F (centres undefined)
    -3	-6	-1	-2	-5	4	nt	22	29
> COc1ccc(C(c2nnnn2Cc2ccc(F)cc2)N2CCN(c3ccccc3)CC2)cc1 (centres undefined)
    -3	7	-1	2	1	2	-13	13	6
> COC(=O)Nc1ccc(S(=O)(=O)N(C)CC(F)(F)C(F)F)cc1
    -3	-3	8	-8	2	1	nt	-6	-8
> COc1ccc(Nc2nc(N)nc(C(F)(F)F)n2)c(OC)c1
    1	-3	0	-1	-2	2	-9	10	11
> Cc1ccc(OCC(=O)NC(=S)Nc2cccc(NC(=O)c3ccccc3)c2)cc1
    -4	-4	0	-22	2	5	-7	-6	4
> Cn1cc(C2N3CC4(C)CN2CC(C)(C3)C4=O)c2ccccc21 (centres undefined)
    -1	-2	15	1	-1	-4	-6	7	-8
> O=[N+]([O-])c1ccc(NC2CCCC2)cc1
    -6	-3	5	-5	-1	0	-10	7	-2
> CC(C)N=C(NC#N)SCc1ccccc1F
    0	3	3	-4	-1	4	15	-17	0
> Cc1ccccc1C(=O)c1cccn1CC(=O)N1CCCCCC1
    -7	2	-1	3	-1	1	-1	-2	-22
> COc1cc2cc(CN(CCCO)S(=O)(=O)c3ccccc3)c(=O)[nH]c2cc1OC
    -1	-1	-4	-4	2	-2	-18	-3	13
> CCN(CC(=O)N(CC(C)C)c1c(N)n(CC(C)C)c(=O)[nH]c1=O)Cc1nc2ccccc2c(=O)[nH]1
    1	0	20	5	nt	4	nt	-2	16
> C=CCCCCCCCCC(=O)Nc1c[nH]c(=O)[nH]c1=O
    0	-6	0	2	-5	0	-19	6	4
> O=C(CSc1cccc[n+]1[O-])NN(c1ccccc1)c1ccccc1
    -3	0	2	2	nt	6	1	9	-6
> c1cc(CNC23CC4CC(CC(C4)C2)C3)ccn1
    0	0	21	0	3	7	-1	-2	8
> OC(COc1cccc2ccccc12)CN1CCN(c2ccccc2Cl)CC1 (centres undefined)
    3	-3	17	-4	nt	-3	nt	-15	17
> COc1ccccc1CNc1ncnc2cc(Cl)ccc12
    -1	-4	-13	4	-5	-5	-24	-20	-5
> Nc1ncccc1OCc1ccc(Cl)c(Cl)c1
    2	1	7	-4	nt	-1	-6	-11	6
> COc1ccc([N+](=O)[O-])cc1NC(=O)COC(=O)C=C(C)C
    0	-6	-8	2	6	-2	-6	-7	-13
> O=S(=O)(c1ccc2ccccc2c1)N1C=CC(C(F)(F)F)=NCC1
    -3	1	-1	-8	6	-3	-24	-3	-13
> O=C(Nc1cccc(F)c1)C1CCN(c2nnnn2-c2ccccc2)CC1
    -2	-3	1	-2	0	-2	-16	-6	-13
> CC(C(=O)N=Nc1c(O)n(C)c2ccc(Br)cc12)n1cnc2ccccc2c1=O (centres undefined)
    -6	-3	18	1	0	1	-9	9	2
> Cc1ccc(C)c(Cn2c(=O)n(CCCC(=O)NCc3ccco3)c(=O)c3ccccc32)c1
    -5	-6	-12	3	0	0	-3	7	-6
> COc1ccc(CCN2C(=O)C3CC=C(C)CC3C2=O)cc1OC (centres undefined)
    0	-8	13	-1	-4	0	6	9	6
